High-throughput results: PubChem, several laboratories
MEKK3 PB1 HTS – modulators (inhibitors or enhancers) of MEK5 binding to human MEKK3 PB1 domain; Q99759; binding response (% of control), % at 10 µM; bead-based flow cytometry, Alexa488-MEK5 binding to MEKK3; actives lie on both sides; 0 = blocked by unlabeled MEK5, 100 = vehicle; 1.4% of 290,000 active;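 active = binding response more than 3 SD above or below the average of its plate-row segment, actives on both sides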;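 note: Alexa488 bead fluorescence after subtracting the streptavidin-only scavenger bead signal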
MEKK2 mut-MEK5 – signal of MEK5 binding to mutant human MEKK2 PB1 domain; bead flow cytometry, Alexa488-MEK5 binding to MEKK2 mutant; percent response, % at 10 µM; 0.35% of 290,000 active; AID 1530; in the data active = percent response above about 24%, passing the limit was not always enough; note: inactives centre near 1; some results filed as inactive read as strong as hits; reference of the scale not given here
MEKK2wt PB1 HTS – raises or lowers MEK5 binding to wildtype human MEKK2 PB1 domain | binding response (% of control), % at 10 µM | AID 1531 | bead flow cytometry, Alexa488-MEK5 binding to MEKK2 WT; actives lie on both sides | 1.1% of 290,000 active; in the data active = binding response below about 67% or above about 130%
GalR3 antag – antagonists of human GalR3 | O60755 | HEK293 GalR3-CNG cAMP membrane potential fluorescence; galR3 body fused to GalR1 C-terminus | inhibition, % at 3 µM | 0.44% of 360,000 active | AID 651719;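 active = inhibition above the screen-wide average plus 3 SD, cut at about 13% in these data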;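 note: forskolin and galanin both at EC90 stimulate the cells; cAMP rise reported by CNG channel membrane potential dye signal; 0% = forskolin plus galanin with DMSO and 100% = forskolin alone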
Target sequence (O60755 1-299 limits assumed): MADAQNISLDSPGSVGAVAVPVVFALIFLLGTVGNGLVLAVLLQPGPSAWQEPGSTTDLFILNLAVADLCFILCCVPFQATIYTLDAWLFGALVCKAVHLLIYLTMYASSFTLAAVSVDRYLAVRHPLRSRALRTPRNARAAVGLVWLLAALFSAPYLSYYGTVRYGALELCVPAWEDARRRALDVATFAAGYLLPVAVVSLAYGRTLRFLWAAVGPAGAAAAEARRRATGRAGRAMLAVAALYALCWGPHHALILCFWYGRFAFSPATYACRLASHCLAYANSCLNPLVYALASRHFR
PHOSPHO1 inh – PHOSPHO1 (human) inhibition; Q8TCT1; recombinant PHOSPHO1, absorbance phosphatase assay; inhibition, % at 13.3 µM; 1.1% of 290,000 active; AID 1565; in the data active = inhibition above about 60%
Target sequence (Q8TCT1 whole entry, looked up): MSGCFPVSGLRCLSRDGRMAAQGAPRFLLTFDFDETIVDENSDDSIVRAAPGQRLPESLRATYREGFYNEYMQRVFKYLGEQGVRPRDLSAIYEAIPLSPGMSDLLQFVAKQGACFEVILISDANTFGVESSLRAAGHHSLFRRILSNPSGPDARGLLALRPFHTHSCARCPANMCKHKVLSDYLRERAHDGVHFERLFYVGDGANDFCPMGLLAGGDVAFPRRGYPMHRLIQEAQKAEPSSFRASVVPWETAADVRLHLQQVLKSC
NALP1 yeast inh – NALP1 inhibition. S. cerevisiae NALP1/ASC/caspase-1 growth, X-gal OD620, 72 h. inhibition, % at 10 µM. 0.61% of 280,000 active. AID 2071; in the data active = inhibition mostly above about 24%, no sharp cut-off; inactive = mostly below about 32%; note: some compounds called inactive have numbers as strong as hits
OXTR agonist – agonists of human oxytocin receptor; P30559; CHO-OTR cells, Fluo-8 calcium fluorescence; normalized: DMSO 0%, oxytocin 100%; activation, % at 3 µM; 0.32% of 320,000 active; AID 2435;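 active = activation above the mean of all tested compounds plus 3 SD, cutoff set per screening run, cut at about 20% in these data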;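 note: peak over basal fluorescence ratio from a 100 s FLIPR kinetic read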
GPR7 antag – blocks human GPR7 receptor signaling; P48145; GPR7-expressing cells, fluorescence antagonist assay; inhibition, % at 4.4 µM; 1.1% of 290,000 active; in the data active = inhibition above about 16%, passing the limit was not always enough;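 note: cells stimulated with the agonist NPW; 0% = agonist with vehicle and 100% = vehicle without agonist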
Target sequence (P48145 whole entry, looked up): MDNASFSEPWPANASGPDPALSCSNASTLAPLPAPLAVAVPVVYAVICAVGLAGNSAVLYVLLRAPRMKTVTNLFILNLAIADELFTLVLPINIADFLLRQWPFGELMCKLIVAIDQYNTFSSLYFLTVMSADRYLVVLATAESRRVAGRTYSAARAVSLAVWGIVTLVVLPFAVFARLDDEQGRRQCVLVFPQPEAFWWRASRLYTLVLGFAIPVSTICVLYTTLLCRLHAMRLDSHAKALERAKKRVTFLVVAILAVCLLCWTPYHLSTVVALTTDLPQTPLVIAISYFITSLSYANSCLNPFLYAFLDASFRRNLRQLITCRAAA
V1aR counter – counter-screen for oxytocin receptor agonists: human V1a receptor agonists; CHO-V1R cells, Fluo-8 calcium fluorescence, agonist mode; 0% DMSO, 100% 3 nM vasopressin; 0.25% of 320,000 active; activation, % at 3 µM; P37288;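 active = activation above the mean activation of all tested compounds plus 3 SD, per screening run, cut at about 20% in these data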;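 note: signal is peak over basal fluorescence ratio across a 100 second FLIPR read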
The depositor's hits bear a star; i = inactive; · = not tested or not shown.

structure,MEKK3 PB1 HTS,MEKK2 mut-MEK5,MEKK2wt PB1 HTS,GalR3 antag,PHOSPHO1 inh,NALP1 yeast inh,OXTR agonist,GPR7 antag,V1aR counter
CCCCCNC(=O)c1c[nH]c2ccc(S(=O)(=O)N3CCC4(CC3)OCCO4)cc2c1=O,103,-1,100,1,-5,35,-0.6,0,0.2
CSCC(=O)NC1CCCN(C2Cc3ccccc3C2)C1 (configuration not stated),105,5,104,4,24,-1,-0.7,-10,-0.1
O=C(Nc1cccc(-c2nc3ccccc3s2)c1)c1cccs1,96,-3,97,-1,3,33,-0.3,-10,-0.1
CCOC(=O)C1CCCN1C(=O)c1ccc(OC)c(Br)c1 (configuration not stated),76,-7,83,6,1,8,1.9,5,0.6
C=CCNC(=O)c1ccc(-c2nc(-c3ccc(Cl)cc3Cl)cs2)cc1,101,2,98,-4,7,23,-0.3,-14,1.2
COc1ccc(C(=O)C2CCCN(C(=O)Cn3nc(C)cc3C)C2)cc1F (configuration not stated),84,-18,87,-6,22,i,-0.3,-16,0.8
CCN1C(=O)/C(=C\c2nc3ccccc3c(=O)n2-c2ccccc2)c2ccccc21,103,2,100,3,-29,35,-1.0,-6,-0.3
COc1ccc(NS(=O)(=O)c2cccc(NC(=O)c3cnccn3)c2)cc1Br,83,-13,80,-5,25,-12,9.1,20,6.2
O=[N+]([O-])c1ccc(S(=O)(=O)N2CCN(C3CCN(Cc4ccccc4)CC3)CC2)cc1,100,2,106,-7,49,8,1.9,0,-0.1
CCn1c(CSc2nc3ccccc3s2)nnc1SCC(N)=O,98,5,96,-6,33,9,-0.2,-8,0.1
Brc1cccc(C2CC(c3ccccc3)n3nnnc3N2)c1 (configuration not stated),101,0,101,-2,14,-5,1.4,0,0.8
O=c1[nH]c2ccccc2nc1-c1ccccc1,85,-19,89,-5,8,11,-0.6,-14,-1.2
CS(=O)(=O)N(CC(=O)NCc1ccccc1Cl)c1cccc([N+](=O)[O-])c1,95,-5,98,-7,12,-5,0.9,-1,2.5
CCC(C)[C@H](NC(=O)C1CC(=O)N(c2ccc3c(c2)OCO3)C1)C(=O)NC1CCCCC1 (some centres not stated),101,1,103,0,-34,10,-0.2,6,0.3
CN(Cc1ccccc1)C(=O)COc1cc(Cl)ccc1Cl,105,5,107,·,·,17,-2.3,5,-1.4
CCOC(=O)C1(Cc2ccccc2C(F)(F)F)CCN(C(C)COC)CC1 (configuration not stated),103,9,108,-5,14,3,0.3,-11,0.1
CC(=O)N1CCCc2cc(S(=O)(=O)N3CCCC(C(=O)NCc4ccccc4Cl)C3)ccc21 (configuration not stated),101,-4,101,-7,0,-10,2.6,5,3.7
O=C(COc1ccc(Br)cc1Br)NC(=S)Nc1cccc(CO)c1,86,-5,89,1,-11,48,1.4,-5,2.5
CC(C)C(=O)Nc1cccc(NC(=O)c2ccc([N+](=O)[O-])cc2Cl)c1,97,13,109,4,-1,-1,-0.1,-11,0.5
COc1ccc(N2CCN(Cc3nnc(-c4ccccc4)o3)CC2)cc1,139*,1,105,-5,-24,19,0.3,-6,0.1
C=CCN(CC=C)S(=O)(=O)c1ccc2nc(NC(=O)C(C)C)sc2c1,106,9,109,-3,34,-2,29*,4,22*
O=C(CCS(=O)(=O)c1cccc2nonc12)NCc1ccc(Cl)cc1,100,1,99,2,24,14,-0.5,-7,0.5
CC(C)[C@H]1CN=C2N(C[C@H](C)NC(=O)CCC3CCCCC3)[C@H](Cc3ccc(O)cc3)CN21,112,11,112,-3,13,-4,-0.1,·,0.5
Cc1ccc(C2=[N+]([O-])C3(CCCCC/C3=N\O)N(O)C2(C)C)o1 (configuration not stated),103,17,103,-3,-34,14,0.3,-10,-0.9
CC(C)(C)NC(=O)COc1ccccc1C#N,94,3,93,2,9,-4,0.1,-10,0.5
CCOc1cc(CNc2ccc3c(c2)CCC3)ccc1O,99,-4,99,-5,12,4,-0.3,1,0.5
O=S(=O)(c1ccc(OCC(O)CN2CCC(Cc3ccccc3)CC2)cc1)N1CCOCC1 (configuration not stated),88,-3,103,-3,-8,37,2.3,8,1.4
CCC(Sc1nc2cc(OC)c(OC)cc2c(=O)n1CCc1ccc(S(N)(=O)=O)cc1)C(=O)NCCOC (configuration not stated),99,-6,91,-5,-8,5,1.4,-9,1.2
CC(=O)Nc1ccc(-c2nc3ccc(NC(C)=O)cc3o2)cc1,95,-7,98,-8,14,0,0.7,-2,1.9
COc1ccc(/C=C/c2nc3ccccc3n2Cc2ccc(OC)c(OC)c2)cc1,91,-1,100,-1,-12,13,-1.6,4,-1.5
N#Cc1cnc2c(-c3ccccc3)c(-c3ccccc3)nn2c1N,105,-1,98,-2,21,-5,-0.7,4,-0.7
O=C(O)CCC(=O)Nc1sc2c(c1C(=O)NC1CCCC1)CCCC2,101,5,107,-3,33,7,0.1,-8,-0.6
CCCN1CCN(C(=O)CCn2c(=O)c3cccn3c3cccnc32)CC1,103,3,99,-9,-28,4,1.0,5,1.3
Cn1c(=O)c2c(SCC(=O)N3CCN(c4ccccc4)CC3)nc(C3CC3)nc2n(C)c1=O,103,9,98,·,-28,7,0.2,-15,0.4
CC1CCN(CC(O)COCCOc2ccc(Br)cc2)CC1 (configuration not stated),106,46,106,-6,4,31,0.3,11,1.2
c1ccc(CNC2=NCCC2)nc1,104,0,103,-6,7,28,1.5,-15,-0.1
Cc1cc(C)cc(OC(C)C(=O)Nc2ccc(S(=O)(=O)Nc3cc(C)nc(C)n3)cc2)c1 (configuration not stated),105,4,110,·,33,28,0.1,-15,0.3
COc1ccccc1N1CCN(S(=O)(=O)c2ccc(Cl)cc2)CC1,107,5,104,-1,38,13,-0.4,5,-0.3
Cc1ccccc1C(=O)c1cccn1CC(=O)NCc1cccc(Cl)c1,97,-4,94,-8,9,13,-2.8,-8,-1.8
COCCOC(=O)c1c(NC(=O)CSc2cccc[n+]2[O-])sc(C(N)=O)c1C,101,-2,96,-4,4,3,0.1,2,0.4
O=C(Nc1ccc2c(c1)OCO2)N1CCCc2ccccc21,114,23,108,-6,-25,27,1.6,-8,0.1
CCN(CC)S(=O)(=O)c1ccc(C(=O)Nc2cc(C)on2)cc1,101,5,102,-7,49,1,-0.5,-4,-0.4
COc1cccc(/C=N/Nc2ncc(C(F)(F)F)cc2Cl)c1O,96,-2,96,-1,-9,14,-2.1,-3,-0.7
COc1ccc(S(=O)(=O)N2CCN3CCCC3C2)cc1 (configuration not stated),104,6,110,-4,·,9,0.3,-13,0.7
O=C(Oc1coc(CSc2nnc(NC(=O)c3cccs3)s2)cc1=O)c1ccccc1,103,35,100,-1,-1,30,-0.1,-16,1.0
Cc1ccc(O)c(O)c1,99,1,99,·,·,·,-0.7,·,1.1
CSCCC(=O)N(C)CC1CCCN(CCc2cccc(C(F)(F)F)c2)C1 (configuration not stated),104,9,112,-10,·,-18,-1.0,-17,-1.0
Cn1cccc1Cc1nnc(SCC(=O)Nc2cccc(F)c2)n1CCc1ccccc1,102,1,95,1,-20,20,0.3,2,-0.1
COc1cccc(N=Nc2ccc3cccnc3c2O)c1,100,2,106,-11,36,18,5.5,4,1.7
Nn1c(SCC(=O)NC2CCCc3ccccc32)nnc1-c1ccc(Cl)cc1Cl (configuration not stated),100,9,97,·,-14,25,·,0,·
CCCn1c(SCC(=O)N2CCN(c3ccccc3)CC2)nc2ccccc2c1=O,98,1,97,-5,-3,3,-1.1,-1,-0.5
O=C(NNC(=S)NCc1ccccc1)c1ccc(OC(F)F)cc1,102,-1,103,-2,7,14,0.5,-10,0.4

A draw from above in order of number of heavy atoms, smallest number first:
structure,MEKK3 PB1 HTS,MEKK2 mut-MEK5,MEKK2wt PB1 HTS,GalR3 antag,PHOSPHO1 inh,NALP1 yeast inh,OXTR agonist,GPR7 antag,V1aR counter
Cc1ccc(O)c(O)c1,99,1,99,·,·,·,-0.7,·,1.1
COc1ccc(S(=O)(=O)N2CCN3CCCC3C2)cc1 (configuration not stated),104,6,110,-4,·,9,0.3,-13,0.7
COc1cccc(N=Nc2ccc3cccnc3c2O)c1,100,2,106,-11,36,18,5.5,4,1.7
CCN(CC)S(=O)(=O)c1ccc(C(=O)Nc2cc(C)on2)cc1,101,5,102,-7,49,1,-0.5,-4,-0.4
O=C(NNC(=S)NCc1ccccc1)c1ccc(OC(F)F)cc1,102,-1,103,-2,7,14,0.5,-10,0.4
CSCCC(=O)N(C)CC1CCCN(CCc2cccc(C(F)(F)F)c2)C1 (configuration not stated),104,9,112,-10,·,-18,-1.0,-17,-1.0
COCCOC(=O)c1c(NC(=O)CSc2cccc[n+]2[O-])sc(C(N)=O)c1C,101,-2,96,-4,4,3,0.1,2,0.4
Nn1c(SCC(=O)NC2CCCc3ccccc32)nnc1-c1ccc(Cl)cc1Cl (configuration not stated),100,9,97,·,-14,25,·,0,·
CCCn1c(SCC(=O)N2CCN(c3ccccc3)CC2)nc2ccccc2c1=O,98,1,97,-5,-3,3,-1.1,-1,-0.5
O=C(Oc1coc(CSc2nnc(NC(=O)c3cccs3)s2)cc1=O)c1ccccc1,103,35,100,-1,-1,30,-0.1,-16,1.0
Cn1cccc1Cc1nnc(SCC(=O)Nc2cccc(F)c2)n1CCc1ccccc1,102,1,95,1,-20,20,0.3,2,-0.1
